MEKK2 mut-MEK5: MEK5 binding signal on mutant MEKK2 PB1, primary screen, biochemical, multiplex bead flow cytometry, Alexa488-MEK5 | Alexa488-MEK5 binding to MEKK2 mutant | percent response, % at 10 µM | 0.35% of 290,000 active | AID 1530, 2009; in the data active means percent response above about 24%, passing the limit was not always enough; further: inactives centre near 1; some results filed as inactive read as strong as hits
V1aR counter: agonists of human V1a receptor, primary screen, counter-screen for OXTR agonist project, fluorescence, CHO-V1R cells. Fluo-8 calcium fluorescence, agonist mode; 0% DMSO, 100% 3 nM vasopressin. activation, % at 3 µM. 0.25% of 320,000 active;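 active means activation above the mean activation of all tested compounds plus 3 SD, per screening run, cut at about 20% in these data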;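 further: signal is peak over basal fluorescence ratio across a 100 second FLIPR read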
M18AAP inhibitor: PfM18AAP inhibitors, malaria aminopeptidase, primary screen, biochemical, QFRET, recombinant enzyme. M18 aspartyl aminopeptidase (Plasmodium falciparum 3D7). H-Glu-NHMec fluorogenic cleavage. inhibition, % at 7.35 µM. 1.2% of 290,000 active. AID 1822, 2009;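 active means inhibition above the campaign mean inhibition over all tested compounds plus 3 SD, cut at about 28% in these data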;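 further: 0% = plate median of test compound wells and 100% = 2 mM ZnCl2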
GalR3 antagonist: GalR3 antagonists in HEK293 cells, primary screen, cell-based, fluorescence readout; Galanin receptor type 3 (Homo sapiens), O60755; HEK293 GalR3-CNG cAMP membrane potential fluorescence; galR3 body fused to GalR1 C-terminus; inhibition, % at 3 µM; 0.44% of 360,000 active;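 active means inhibition above the screen-wide average plus 3 SD, cut at about 13% in these data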;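 further: forskolin and galanin both at EC90 stimulate the cells; cAMP rise reported by CNG channel membrane potential dye signal; 0% = forskolin plus galanin with DMSO and 100% = forskolin alone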
Target sequence (O60755 1-299 limits assumed): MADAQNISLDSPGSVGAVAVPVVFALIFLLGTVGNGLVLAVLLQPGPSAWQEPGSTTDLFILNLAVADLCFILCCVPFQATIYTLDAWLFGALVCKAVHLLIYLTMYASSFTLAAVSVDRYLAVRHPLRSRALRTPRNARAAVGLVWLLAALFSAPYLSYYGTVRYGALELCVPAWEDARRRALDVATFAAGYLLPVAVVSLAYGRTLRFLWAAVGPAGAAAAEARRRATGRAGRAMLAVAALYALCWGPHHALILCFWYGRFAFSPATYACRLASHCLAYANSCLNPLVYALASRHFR
MEKK2wt PB1 HTS: modulators of MEK5 binding to wildtype MEKK2, primary screen, biochemical, multiplex bead flow cytometry, Alexa488-MEK5; AID 1531, 2009; Mitogen-activated protein kinase kinase kinase 2 (Homo sapiens), Q9Y2U5; binding response (% of control), % at 10 µM; Alexa488-MEK5 binding to MEKK2 WT; actives lie on both sides; 1.1% of 290,000 active; in the data active means binding response below about 67% or above about 130%
OXTR agonist: human OXTR agonists, primary screen, fluorescence, CHO-OTR cells, Fluo-8 calcium; Oxytocin receptor (Homo sapiens), P30559; Fluo-8 calcium fluorescence; normalized: DMSO 0%, oxytocin 100%; activation, % at 3 µM; 0.32% of 320,000 active;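 active means activation above the mean of all tested compounds plus 3 SD, cutoff set per screening run, cut at about 20% in these data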;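 further: peak over basal fluorescence ratio from a 100 s FLIPR kinetic read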
Target sequence (P30559 whole entry, looked up): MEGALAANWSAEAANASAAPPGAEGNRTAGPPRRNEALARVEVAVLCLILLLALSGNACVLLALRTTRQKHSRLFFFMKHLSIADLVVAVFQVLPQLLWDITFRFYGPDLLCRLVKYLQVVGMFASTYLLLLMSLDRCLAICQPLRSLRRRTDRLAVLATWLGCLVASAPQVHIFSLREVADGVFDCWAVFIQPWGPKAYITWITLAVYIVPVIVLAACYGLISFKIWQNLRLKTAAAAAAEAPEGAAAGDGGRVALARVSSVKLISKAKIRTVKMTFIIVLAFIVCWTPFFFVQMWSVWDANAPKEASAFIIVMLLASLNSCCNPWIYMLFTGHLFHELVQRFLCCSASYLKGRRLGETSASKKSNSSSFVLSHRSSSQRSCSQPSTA
NALP1 inh: NALP1 inflammasome inhibitors in reconstituted yeast, colorimetric, S. cerevisiae, triplicate retest; 0.61% of 280,000 active; inhibition, % at 10 µM; S. cerevisiae NALP1/ASC/caspase-1 growth, X-gal OD620, 72 h; AID 2071, 2009; in the data active means inhibition mostly above about 24%, no sharp cut-off; inactive means mostly below about 32%; further: some compounds called inactive have numbers as strong as hits
GPR7 antagonist: GPR7 receptor antagonists, primary screen, cell-based, fluorescence, single concentration; GPR7-expressing cells, fluorescence antagonist assay; inhibition, % at 4.4 µM; 1.1% of 290,000 active; AID 1861, 2009; in the data active means inhibition above about 16%, passing the limit was not always enough;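 further: cells stimulated with the agonist NPW; 0% = agonist with vehicle and 100% = vehicle without agonist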
Target sequence (P48145 whole entry, looked up): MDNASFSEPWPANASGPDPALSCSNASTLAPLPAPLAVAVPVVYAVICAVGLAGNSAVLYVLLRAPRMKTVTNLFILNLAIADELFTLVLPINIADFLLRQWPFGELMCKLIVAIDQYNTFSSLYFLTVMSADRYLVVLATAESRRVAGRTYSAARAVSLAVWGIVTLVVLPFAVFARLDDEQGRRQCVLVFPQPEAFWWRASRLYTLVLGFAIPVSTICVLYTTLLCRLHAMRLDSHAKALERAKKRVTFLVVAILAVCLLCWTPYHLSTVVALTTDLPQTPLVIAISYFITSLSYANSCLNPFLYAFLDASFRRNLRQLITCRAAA
OXTR potentiator: human OXTR potentiators, primary screen, fluorescence, CHO-OTR cells, Fluo-8 calcium; Fluo-8 calcium fluorescence, potentiator mode; 0% = oxytocin EC15, 100% = EC100; activation, % at 3 µM; 0.061% of 320,000 active; AID 2445, 2010;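 active means activation above that plate's cutoff, the mean activation of tested compounds plus 3 SD, cut at about 6.6% in these data, passing the limit was not always enough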;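 further: 100% uses oxytocin at 75 nM as the full agonist control; some results filed as inactive read as strong as hits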
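Measured by – Fluo-8 calcium dye fluorescence · Test system – human OTR in CHO cells · Dosing – one concentration, 3.0 µM compound · Controls – EC15 oxytocin alone as 0%, 75 nM oxytocin as 100% · Evaluation – normalized max/min fluorescence ratio, % activation · Timing – 6 min pre-incubation, 100 s read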
The depositor's hits bear a star; x = no result given.

1: CCOc1ccc2[nH]c(=O)c(CN(CC3COCCO3)C(=O)c3ccc(C)cc3)cc2c1 (configuration not stated)
2: COc1ccccc1NC(=O)N1CCN(c2ccc(F)cc2)CC1
3: O=C(NC1CCCC1)c1cccc(S(=O)(=O)Nc2ccccc2F)c1
4: CC(C)(C)NC(=O)CN(C(=O)c1snc(C(=O)NC2CCCCC2)c1N)c1ccc(F)cc1
5: CC(=O)NS(=O)(=O)c1ccc(NC(=O)c2ccccn2)cc1
6: COc1cc(/C=C\C(=O)NCc2ccc3[nH]c(C)cc3c2)cc(OC)c1OC
7: CNc1ccccc(C(=O)/C=C/c2ccccc2OC)c1=O
8: O=C(Nc1cccc(S(=O)(=O)N2CCCCCC2)c1)C1CCC1

assay / compound	1	2	3	4	5	6	7	8
V1aR counter	0.1	0.0	0.4	0.8	0.6	1.6	1.0	2.0
MEKK2wt PB1 HTS	93	103	x	92	93	103	86	x
MEKK2 mut-MEK5	-2	3	x	-4	-2	8	-5	x
NALP1 inh	-4	7	x	-4	-2	18	36	x
GalR3 antagonist	2	3	-3	-10	1	x	-3	-4
GPR7 antagonist	2	0	x	-16	-2	-9	-13	x
OXTR potentiator	-8	-16	-2	-3	2	-4	-9	-5
M18AAP inhibitor	3	-8	x	-1	-8	4	23	x
OXTR agonist	-1.1	-0.5	1.1	-0.9	0.8	-0.8	0.1	1.4

9: COc1cc(C)nc(N2CCCC(C(=O)Nc3ccccc3Br)C2)n1 (configuration not stated)
10: Cc1cc(Oc2ccccc2F)nc(NCc2ccccc2)n1
11: Cc1cc(C)cc(N(CC(=O)NCc2ccc(F)cc2)C(=O)c2snc(C(N)=O)c2N)c1
12: CCCn1c(CN2CCCCC2CC)nc2c1c(=O)n(C)c(=O)n2C (configuration not stated)
13: CCC(CC)c1nnc(NC(=O)CN2C(=O)c3ccccc3C2=O)s1
14: COc1ccccc1CNC(=O)c1ccccc1N
15: CC(C)Oc1ccc(Cn2c(=O)oc3ccccc32)cc1
16: COc1ccccc1CNC(=O)c1ccccc1OC

assay / compound	9	10	11	12	13	14	15	16
V1aR counter	-1.5	x	2.5	0.4	3.1	0.7	-0.1	0.0
MEKK2wt PB1 HTS	94	x	99	115	101	102	107	106
MEKK2 mut-MEK5	0	x	1	10	1	7	6	1
NALP1 inh	0	16	4	x	2	10	22	6
GalR3 antagonist	-4	-11	-9	x	-4	x	-8	0
GPR7 antagonist	-5	-4	2	-1	1	1	1	5
OXTR potentiator	-17	x	-19	-4	-4	-2	0	7
M18AAP inhibitor	-6	2	-4	-11	-5	-10	-5	-1
OXTR agonist	-2.2	x	-0.3	-1.1	4.0	-0.4	-1.9	-1.5

17: Cc1ccc(OCC(=O)n2cnnc2N)c(C)c1
18: O=S(=O)(c1ccc(Cl)cc1)N1CCN(CCc2ccccc2)CC1
19: C/C(=N\Nc1ccc(Cl)cc1)c1ccccn1
20: N#Cc1ccccc1NC(=O)Nc1cccc(Cl)c1
21: O=C1C2C3C=CC(C3)C2C(=O)N1c1cccc(-c2nc3ccccc3o2)c1 (configuration not stated)
22: COc1ccc2cc(C3(C)NC(=O)N(CC(=O)NCCC4=CCCCC4)C3=O)ccc2c1 (configuration not stated)
23: O=C(Cc1cn2ccsc2n1)Nc1nc2c(s1)CCCC2
24: COc1ccc(C(=O)N/C(=C\c2ccco2)C(=O)NC2CCS(=O)(=O)C2)cc1 (configuration not stated)

assay / compound	17	18	19	20	21	22	23	24
V1aR counter	0.8	0.1	-0.2	-0.2	0.7	2.7	1.2	0.8
MEKK2wt PB1 HTS	102	104	94	104	111	88	102	96
MEKK2 mut-MEK5	4	5	-6	16	6	-7	-1	-5
NALP1 inh	18	13	9	x	-4	9	10	0
GalR3 antagonist	x	-7	-6	-2	1	-6	-2	7
GPR7 antagonist	-9	-12	-1	8	-5	4	-4	0
OXTR potentiator	-4	-3	-2	-10	-7	-5	-4	-5
M18AAP inhibitor	57*	-4	-26	-1	2	1	1	-8
OXTR agonist	1.3	-0.7	-1.5	-0.3	0.6	1.0	0.3	0.7

25: C=CCOc1nc(N(C)C)nc(N(C)C)n1
26: CC1(C)CC(=O)C=C(NCc2ccco2)C1
27: COC(=O)[C@@H]1C[C@@H]2CC[C@@H](O)C[C@@H]2N1Cc1ccc(N2CCN(C)CC2)cc1
28: COc1ccc(S(=O)(=O)N2CCC(O)(c3cccnc3)CC2)cc1OC
29: CC(C)CC(NC(=O)C(NC(=O)C1OC2OC(C)(C)OC2C2OC(C)(C)OC12)C(C)C)C(=O)O (configuration not stated)
30: CC(C)Cc1nnc(NC(=O)CN2C(=O)NC3(CCCCC3)C2=O)s1
31: CCO[C@@H]1OC(C(=O)N2CCN(Cc3ccccc3)CC2)=C[C@H](C)[C@H]1CCCO
32: Cc1ccc(C)c(NC(=O)c2cc(-c3cc(C)ccc3O)n[nH]2)c1

assay / compound	25	26	27	28	29	30	31	32
V1aR counter	0.5	0.5	0.0	0.3	1.0	0.4	0.3	0.5
MEKK2wt PB1 HTS	104	96	101	85	94	95	74	97
MEKK2 mut-MEK5	1	-6	7	-9	-3	-8	-17	-1
NALP1 inh	12	1	x	6	5	13	4	34
GalR3 antagonist	1	0	-5	-1	-5	-2	-2	-8
GPR7 antagonist	-17	-2	x	7	-11	-1	9	-1
OXTR potentiator	-4	-11	-2	-1	-12	-1	-11	-11
M18AAP inhibitor	2	0	x	-1	1	9	1	-9
OXTR agonist	-1.2	-0.7	-1.0	-0.6	2.2	0.5	0.6	-1.1

33: Brc1cccc(-c2nc3cccnc3nc2-c2cccc(Br)c2)c1
34: CC(=O)C[C@H]1c2cc(C(F)(F)F)ccc2S(=O)(=O)N1c1ccccc1
35: NNC(=O)c1n[nH]c(=O)c2ccccc12
36: CNc1ccc(NC(C)=O)cc1[N+](=O)[O-]
37: CCc1noc(C)c1C(=O)Nc1ccc(F)c(F)c1
38: Cc1ccc(S(=O)(=O)N2CCC(C(=O)N3CCCC(C(F)(F)F)C3)CC2)cc1C (configuration not stated)
39: CCN1C(=O)/C(=C2\Sc3ccccc3N2CC)OC1=S
40: COC(=O)C1=C(C(C)=O)C(c2ccc(C)cc2)n2nnnc2N1 (configuration not stated)

assay / compound	33	34	35	36	37	38	39	40
V1aR counter	-0.3	-1.3	-0.8	0.4	0.3	1.0	-0.5	0.6
MEKK2wt PB1 HTS	98	97	103	114	x	x	89	112
MEKK2 mut-MEK5	0	-3	1	11	x	x	-3	8
NALP1 inh	24	x	x	23	x	x	30	-5
GalR3 antagonist	-9	-6	-1	-8	0	-4	-4	-3
GPR7 antagonist	-1	x	-7	2	x	x	-10	5
OXTR potentiator	-14	-2	-1	3	-4	-5	1	1
M18AAP inhibitor	0	x	-8	-1	x	x	-3	52*
OXTR agonist	-1.2	-2.6	-0.6	-1.1	-1.3	-0.6	-1.0	1.2

41: Cc1ccc(N(CC#N)C(=O)CS(=O)(=O)c2cccc([N+](=O)[O-])c2)cc1
42: Cc1cc(C)c(NC(=O)COC(=O)Cn2nc(-c3ccccc3)oc2=O)c(C)c1
43: Cn1cccc1/C=N/n1cnnc1
44: Cc1cc(C)nc(SCC(=O)N2CCc3ccccc32)n1
45: CN1CCN(C(=O)/C(C#N)=C/c2ccc(F)cc2)CC1
46: CC1(C)CC(=O)c2cn3ncnc3nc2C1
47: COc1cccc(NC(=O)COc2coc(CN3CCN(c4ccccc4)CC3)cc2=O)c1
48: CC(=O)c1ccc(Cc2ccccc2)cc1

assay / compound	41	42	43	44	45	46	47	48
V1aR counter	0.6	0.5	0.8	0.9	0.6	0.1	3.3	-0.3
MEKK2wt PB1 HTS	97	x	98	97	101	100	x	103
MEKK2 mut-MEK5	-1	x	-3	1	-6	-1	x	8
NALP1 inh	-1	x	-8	6	10	8	x	-11
GalR3 antagonist	-11	-6	-5	-2	1	-3	-4	9
GPR7 antagonist	-6	x	-8	-14	9	-8	x	-17
OXTR potentiator	-3	-4	6	-4	-15	-8	-8	-4
M18AAP inhibitor	-1	x	3	6	-5	-3	x	1
OXTR agonist	1.8	-0.6	2.1	0.4	2.0	1.8	1.4	-1.6

49: Cc1ccc(OCC(=O)N(Cc2ccccc2)C(C)(C)C)c([N+](=O)[O-])n1
50: O=C(COc1cccc([N+](=O)[O-])c1)N/N=C/c1ccco1
51: Cc1ccc(N=Cc2cc(Br)cc(Cl)c2O)cc1
52: Cc1c(-c2ccccc2)sc2nc[nH]c(=S)c12
53: CCc1nnc(NC(=O)C2CCN(C(=O)c3ccco3)CC2)s1

assay / compound	49	50	51	52	53
V1aR counter	0.2	0.8	-0.3	0.3	0.1
MEKK2wt PB1 HTS	97	98	57	109	100
MEKK2 mut-MEK5	-1	-4	-30	0	2
NALP1 inh	x	6	-12	1	2
GalR3 antagonist	-4	-5	-7	11	-7
GPR7 antagonist	8	-8	17	1	-3
OXTR potentiator	5	-7	8	-9	5
M18AAP inhibitor	10	12	10	1	0
OXTR agonist	-1.8	0.8	0.6	0.8	0.1

Part of the list above in order of molecular weight, largest number first.
47: COc1cccc(NC(=O)COc2coc(CN3CCN(c4ccccc4)CC3)cc2=O)c1
49: Cc1ccc(OCC(=O)N(Cc2ccccc2)C(C)(C)C)c([N+](=O)[O-])n1
53: CCc1nnc(NC(=O)C2CCN(C(=O)c3ccco3)CC2)s1
52: Cc1c(-c2ccccc2)sc2nc[nH]c(=S)c12
48: CC(=O)c1ccc(Cc2ccccc2)cc1

assay / compound	47	49	53	52	48
V1aR counter	3.3	0.2	0.1	0.3	-0.3
MEKK2wt PB1 HTS	x	97	100	109	103
MEKK2 mut-MEK5	x	-1	2	0	8
NALP1 inh	x	x	2	1	-11
GalR3 antagonist	-4	-4	-7	11	9
GPR7 antagonist	x	8	-3	1	-17
OXTR potentiator	-8	5	5	-9	-4
M18AAP inhibitor	x	10	0	1	1
OXTR agonist	1.4	-1.8	0.1	0.8	-1.6

Screening results from PubChem.
